GPR7 antagonist: antagonists of human GPR7 (neuropeptides B/W receptor 1) | P48145 | GPR7-expressing cells, fluorescence antagonist assay | inhibition, % at 4.4 µM | 290,000 compounds, 1.1% hits; in the data active = inhibition above about 16%, passing the limit was not always enough;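 note: cells stimulated with the agonist NPW; 0% = agonist with vehicle and 100% = vehicle without agonist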
Target sequence (P48145 whole entry, looked up): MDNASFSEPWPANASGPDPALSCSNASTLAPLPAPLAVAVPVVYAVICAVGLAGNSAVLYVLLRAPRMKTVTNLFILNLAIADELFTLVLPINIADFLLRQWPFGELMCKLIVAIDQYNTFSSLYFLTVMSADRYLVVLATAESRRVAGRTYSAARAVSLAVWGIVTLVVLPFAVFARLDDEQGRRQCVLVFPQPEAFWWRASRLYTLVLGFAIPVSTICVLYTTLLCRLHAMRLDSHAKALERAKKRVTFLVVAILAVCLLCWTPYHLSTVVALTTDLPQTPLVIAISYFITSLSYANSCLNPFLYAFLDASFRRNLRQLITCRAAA
M1 ag parental: nonselective activator or artifact in parental CHO-K1 cells; Fluo-8 calcium fluorescence; scaled to maximal ATP response, vehicle zero; 360,000 compounds, 0.48% hits; activation, % at 3 µM; in the data active = activation above about 15%;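 note: untransfected CHO-K1 host cells lacking M1 receptor as counterscreen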
V1R ag counter: V1a receptor agonism, counter-screen for OXTR agonists | P37288 | CHO-V1R cells, Fluo-8 calcium fluorescence, agonist mode; 0% DMSO, 100% 3 nM vasopressin | activation, % at 3 µM | 320,000 compounds, 0.25% hits;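 active = activation above the mean activation of all tested compounds plus 3 SD, per screening run, cut at about 20% in these data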;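 note: signal is peak over basal fluorescence ratio across a 100 second FLIPR read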
Target sequence (P37288 whole entry, looked up): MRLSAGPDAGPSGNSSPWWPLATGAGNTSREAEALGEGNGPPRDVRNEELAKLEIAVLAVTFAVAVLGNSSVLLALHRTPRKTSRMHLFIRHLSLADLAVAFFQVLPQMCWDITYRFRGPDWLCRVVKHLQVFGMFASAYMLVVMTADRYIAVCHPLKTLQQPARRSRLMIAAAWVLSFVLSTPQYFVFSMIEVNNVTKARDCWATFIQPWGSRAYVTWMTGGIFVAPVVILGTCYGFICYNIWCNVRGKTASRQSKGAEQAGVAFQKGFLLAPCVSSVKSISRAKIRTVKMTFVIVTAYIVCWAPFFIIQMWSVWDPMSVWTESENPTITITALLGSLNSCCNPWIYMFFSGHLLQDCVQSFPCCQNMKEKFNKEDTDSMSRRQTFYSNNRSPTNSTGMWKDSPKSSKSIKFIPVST
OXTR ag: activates the human oxytocin receptor; P30559; CHO-OTR cells, Fluo-8 calcium fluorescence; normalized: DMSO 0%, oxytocin 100%; 320,000 compounds, 0.32% hits; AID 2435; activation, % at 3 µM;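 active = activation above the mean of all tested compounds plus 3 SD, cutoff set per screening run, cut at about 20% in these data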;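 note: peak over basal fluorescence ratio from a 100 s FLIPR kinetic read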
CHO parental Ca: signal in parental CHO cells, OX1R antagonist counter-screen; 330,000 compounds, 0.63% hits; inhibition, % at 5.6 µM; AID 463079; parental CHO-K1, ATP-induced calcium, Fluo-8 fluorescence;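 active = inhibition above that plate's mean sample inhibition plus 3 SD, cut at about 26% in these data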;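 note: 0% = ATP-challenged DMSO wells and 100% = DMSO wells without ATP; some compounds past the cut are filed as inactive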
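Test system: parental CHO cells; detection: calcium-sensitive Fluo-8 fluorescence; evaluation: percent inhibition of calcium signal; also added: ATP as calcium-mobilizing challenge; repeats: one well per compound; control set: ATP-challenged DMSO wells low, unchallenged DMSO wells high; compound: single nominal dose of 5.6 µM per compound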
TAAR1 antagonist: human TAAR1 antagonism. Q96RJ0. CHO RD-HGA16 TAAR1, Fluo-8 calcium fluorescence, antagonist. inhibition, % at 3 µM. 360,000 compounds, 1.5% hits;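 active = inhibition above a per-plate cutoff, the mean inhibition of test compounds on that plate plus 3 SD, cut at about 49% in these data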;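 note: 0% = DMSO plus EC80 beta-PEA response and 100% = DMSO alone without agonist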
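Material: RD-HGA16 CHO cells with stable hTAAR1 and Gα16; Dosing: single nominal final test compound concentration of 3 µM; Schedule: seeding 17-24 h prior, 75-min 37 °C, 30-min RT dye loading; Detection: kinetic Fluo-8 calcium fluorescence measurement; Measure: % inhibition from peak post-agonist over basal fluorescence ratio; Benchmarks: vehicle and agonist controls.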
M1 PAM parental: counter-screen for M1 PAMs: effect in parental CHO-K1 cells | ATP EC20, Fluo-8 calcium fluorescence; 0% at ATP EC20, 100% at ATP max | activation, % at 3 µM | 360,000 compounds, 0.02% hits;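 active = activation above the run cutoff, the mean activation of all test compounds plus 3 SD, cut at about 40% in these data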;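 note: peak over basal fluorescence ratio in a 140 s read after ATP addition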
OXTR potentiate: potentiates the human oxytocin receptor response; P30559; CHO-OTR cells, Fluo-8 calcium fluorescence, potentiator mode; 0% = oxytocin EC15, 100% = EC100; activation, % at 3 µM; 320,000 compounds, 0.061% hits;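 active = activation above that plate's cutoff, the mean activation of tested compounds plus 3 SD, cut at about 6.6% in these data, passing the limit was not always enough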;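 note: 100% uses oxytocin at 75 nM as the full agonist control; some results filed as inactive read as strong as hits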
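System: human OTR in CHO cells / Also added: sub-maximal oxytocin, roughly EC15 / Control set: EC15 oxytocin low, 75 nM oxytocin high / Schedule: 6 min compound pre-incubation at room temperature, 100 s kinetic read / Compound: single-point 3.0 µM / Replication: singlicate / Technique: Fluo-8 calcium dye fluorescence / Read-out basis: % activation of max/min ratio relative to oxytocin controls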
CHO-K1 Ca antag: counter-screen for M1 antagonists: effect in parental CHO-K1 cells; inhibition, % at 3 µM; ATP-induced calcium, Fluo-8 fluorescence; 360,000 compounds, 0.6% hits; AID 602250;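 active = inhibition above a per-plate cutoff, the plate's mean sample inhibition plus 3 SD, cut at about 24% in these data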;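 note: 0% = DMSO plus EC80 ATP and 100% = DMSO alone without ATP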
Active calls of the source: *; . = no result given; & = joins results of further samples. Compounds as they come (roughly 3.5% active in at least one column).

cpd	structure	TAAR1 antagonist	OXTR ag	M1 PAM parental	M1 ag parental	GPR7 antagonist	V1R ag counter	CHO parental Ca	OXTR potentiate	CHO-K1 Ca antag
1	COC(=O)c1ccc(Nc2nnc(-c3ccc(C)c(S(=O)(=O)NCC4CCCO4)c3)c3ccccc23)cc1 (stereo unspecified)	18.4	-0.6	23.5	0.5	-7.4	0.1	-19.0	3.4	-10.1
2	CCCCCCCCC(=O)Nc1cc(C)ccc1OC	5.5	-2.1	-7.6	-0.2	-6.8	-1.1	-15.0	-21.2	12.2
3	Cc1ccnc2nc(C(=O)NCCc3ccc(F)cc3)nn12	-15.9	1.4	20.2	-0.1	4.9	0.9	20.7	-10.7	-16.5
4	CCSc1nnc(CCNS(=O)(=O)c2ccc(C(C)=O)cc2)n1C	3.2	4.6	-9.2	-0.3	-9.1	0.6	-0.5	5.8	-12.3
5	CC(=O)N1CC2(C)CN(C(C)=O)CC(C)(C1)C2=O	14.2	1.2	-0.3	-0.2	.	0.5	-5.9	-2.3	-3.2
6	CC(C)OC(=O)C1C(=O)CC(C)(O)C(C(=O)OC(C)C)C1c1ccc(F)cc1 (stereo unspecified)	-12.4	-1.1	16.9	0.3	-9.2	-0.2	-11.8	-7.2	-18.4
7	CCCN(C(=O)c1ccco1)c1nnc(-c2ccncc2)s1	-23.9	0.4	6.9	-0.1	-2.5	0.9	0.3	-11.3	-0.7
8	Cc1ccc(NC2c3ccccc3C(=O)N2CCN2CCOCC2)cc1 (stereo unspecified)	0.1	0.4	-9.5	0.5	-7.7	4.4	-4.6	2.6	11.7
9	COc1cc(CNC[C@H]2O[C@@H](n3cnc(C(N)=O)n3)[C@H](O)[C@@H]2O)ccc1OCc1cccc(Cl)c1	-12.7	.	7.1	0.4	.	.	.	.	-19.5
10	CCN(CC)C(=O)CSC(=Nc1ccccc1F)NC#N	-1.6	0.1	6.9	0.4	-1.9	0.3	-15.7	-9.9	-8.8
11	CCCNC(=O)NC1CCCCCCC1	-1.9	0.6	10.1	0.0	-7.2	0.8	5.3	-16.0	-7.6
12	CC(=O)c1c(C)[nH]c(C(=O)CN2C(=O)NC3(CCCCC3C)C2=O)c1C (stereo unspecified)	-0.9	.	10.3	2.1	.	.	.	.	1.6
13	COc1ccc(NC(C)c2ccccc2)cc1 (stereo unspecified)	6.1	.	-2.7	-0.4	-2.8	.	.	.	-15.3
14	S=C(NCCCN1CCOCC1)NC1CCCC1	-7.6	0.0	12.6	-0.2	-1.5	-0.7	4.7	-1.1	-11.5
15	CC1=C(C(N)=O)C(c2cccs2)NC(=O)N1 (stereo unspecified)	-23.4	0.6	7.8	0.7	-10.7	0.2	-4.1	2.6	-6.8
16	Brc1ccc2[nH]c3nc(SCCN4CCOCC4)nnc3c2c1	1.2&3.7	10.4&1.5	13.6&27.3	1.9&3.5	2.7&1.3	9.2&2.2	-17.3&-4.5	-16.4&-13.6	0.6&-3.1
17	Cc1ccc([N+](=O)[O-])cc1S(=O)(=O)Nc1ccc(C(=O)N(C)C)cc1	1.1	-0.3	20.4	0.7	-11.4	1.1	6.0	-2.2	-5.4
18	COc1ccc(CN2CCN(Cc3ccccc3)C(CCO)C2)cc1OC (stereo unspecified)	7.6	1.3	10.7	0.8	-7.5	-0.3	-10.0	6.8	-4.7
19	COc1ccccc1/C=N/N1C(=O)C(CC(=O)Nc2ccc([N+](=O)[O-])cc2OC)SC1=Nc1cccc(C)c1C (stereo unspecified)	-26.2	-0.2	.	.	0.8	-0.2	-4.0	-3.1	.
20	COc1ccc(-c2ccc(C(=O)Nc3cccc(Oc4ccccc4)c3)c3occc23)c(C)c1	-2.4	.	2.7	0.4	.	.	.	.	-4.9
21	O=C(COC(=O)c1ccco1)NCc1ccc(Cl)cc1Cl	-1.2	-0.4	10.2	-0.2	.	1.8	-14.8	-5.5	-9.8
22	CC1(C(=O)Nc2cccc3ccccc23)CCN1C(=O)Cc1ccc(Cl)cc1Cl (stereo unspecified)	-26.5	.	11.1	-0.5	.	.	.	.	-3.1
23	Cc1cc(N2CC34C=CC(O3)C(C(=O)O)C4C2=O)no1 (stereo unspecified)	10.1	0.6	4.3	0.1	-13.4	0.2	-9.5	5.8	-11.9
24	CCCS(=O)(=O)c1nc(S(=O)(=O)c2ccc(C)cc2)c(NCCCN(C)C)s1	-1.9	0.3	24.3	1.5	3.3	0.0	-9.2	-0.8	-21.2
25	CC1(C(=O)Nc2ccc3ccccc3c2)CCC(=O)N1CC(F)(F)F (stereo unspecified)	-14.9	.	-9.1	0.2	.	.	.	.	32.0*

Overlap with the part before: 2 entries, followed by the next part.
cpd	structure	TAAR1 antagonist	OXTR ag	M1 PAM parental	M1 ag parental	GPR7 antagonist	V1R ag counter	CHO parental Ca	OXTR potentiate	CHO-K1 Ca antag
24	CCCS(=O)(=O)c1nc(S(=O)(=O)c2ccc(C)cc2)c(NCCCN(C)C)s1	-1.9	0.3	24.3	1.5	3.3	0.0	-9.2	-0.8	-21.2
25	CC1(C(=O)Nc2ccc3ccccc3c2)CCC(=O)N1CC(F)(F)F (stereo unspecified)	-14.9	.	-9.1	0.2	.	.	.	.	32.0*
26	O=C(N/N=C/c1ccc(Cl)cc1)c1cc2c(s1)-c1ccccc1CC2	12.5	-0.1	15.4	0.2	-12.7	-0.2	1.4	-3.0	-8.7
27	CCOC(=O)c1cc2sccc2n1CCCN1C(=O)c2ccccc2C1=O	27.6	1.4	4.5	0.7	-16.3	2.0	-31.9	-14.0	-16.0
28	CCn1ncc(Br)c1C(=O)Nc1nccs1	23.3	-0.9	20.1	0.1	-11.3	0.1	-6.6	4.6	-17.5
29	O=C(C1Cc2ccccc2O1)N1CCCCC1 (stereo unspecified)	13.8	-1.2	17.2	1.3	-16.7	-0.9	-4.2	-5.8	-10.9
30	CCCOc1ccc(F)cc1-c1cc(C(=O)NCc2ccccc2OC)[nH]n1	-1.5	.	-1.0	0.8	.	.	.	.	2.7
31	C=CCOc1ccc(C2=NO[C@@H]3[C@@H]4C[C@@H]([C@H]5C(=O)N(C)C(=O)[C@@H]45)[C@H]23)cc1	9.8	0.5	10.6	0.8	-17.0	3.0	-23.7	-7.4	-2.8
32	CCOc1ccc(N(CC(=O)NC2CCCCC2)S(=O)(=O)c2c(C)noc2C)cc1	-9.4	-1.3	0.3	0.0	-11.9	-0.8	-3.6	-2.8	-4.6
33	O=c1c([N+](=O)[O-])cccn1Cc1ccccc1Cl	5.0	-0.2	7.1	6.8	-1.5	-0.6	-7.8	-3.7	-2.5
34	CN1Cc2cccc3c2C(Cc2ccccc2S3)C1 (stereo unspecified)	-21.7	-1.6	3.9	-0.1	-5.8	-0.5	-17.7	0.7	1.9
35	O=C1CC(c2ccccc2)c2ccccc21 (stereo unspecified)	2.4	-1.7	9.1	1.6	-18.5	-0.4	-3.2	-3.0	4.4
36	CCN(CC)S(=O)(=O)c1ccc2c(c1)nc(SCC(=O)N(C)C1CCS(=O)(=O)C1)n2CC (stereo unspecified)	-12.4	-0.7	-4.3	1.0	.	-0.4	-17.6	-5.1	3.1
37	O=[N+]([O-])c1ccc(CN2CCOCCOCCN(Cc3ccc([N+](=O)[O-])cc3)CCOCC2)cc1	.	-0.8	10.6	2.0	8.3	-0.7	-13.1	-2.7	-1.9
38	O=C1c2ccccc2C(=O)N1c1cccc2ccccc12	-0.6	-2.6	2.2	0.1	-20.7	-0.2	-20.4	-5.0	-6.3
39	Cc1cccc(-c2cc3nc4c(c(N5CCCC(O)C5)n3n2)CCC4)c1 (stereo unspecified)	-4.9	-1.9	-5.9	0.2	0.6	-1.0	-17.1	-5.4	-16.9
40	CCN(CC)S(=O)(=O)c1cccc(-c2nnc(SCC(=O)N3CCC(C(=O)O)CC3)n2N)c1	17.2	0.9	20.6	-0.1	2.8	0.7	-3.9	-4.7	-15.1
41	O=C1CCCC(O)=C1C=NCCc1ccccc1	1.1	0.4	6.0	0.0	11.6	-0.4	-1.0	-6.7	5.7
42	CS(=O)(=O)N(CC(=O)N1CCCCC1)c1ccc(Cl)c(C(F)(F)F)c1	-3.5	-1.1	-4.4	0.2	-6.9	0.2	-20.4	0.4	-8.1
43	CC(C)c1nc(-c2ccccn2)no1	5.2	1.4	28.3	0.4	-0.8	-0.2	4.3	7.0	-6.6
44	COc1ccc(C(O)(CC(C)C)C(CN2CCOCC2)c2ccccc2)cc1 (stereo unspecified)	-16.0	-2.0	0.9	0.2	-11.9	10.6	-12.1	-1.2	-13.2
45	COc1cc(/C=C2\SC(=Nc3cccnc3)NC2=O)cc(OC)c1OC	3.3	0.1	-7.5	1.5	-8.2	1.8	-5.7	-9.8	-4.0
46	Cc1cc(CNC(=O)c2cccnc2Cl)c2ccccc2n1	-30.8	0.4	9.7	0.7	-6.3	0.0	-9.5	-8.2	-5.3
47	Cc1ccc(-c2c(NC(=O)C(C)C)n(C)c3ccccc3c2=O)cc1	-14.0	.	12.1	0.5	-3.2	.	.	.	-10.2
48	COc1cccc(CN(C)C(=O)c2ccc(C)c(S(=O)(=O)N3CCCCC3)c2)c1	-8.8	0.2	7.0	3.1	.	0.8	-28.8	-4.6	-15.2
49	O=C(Nc1ccccc1C(=O)NCCCN1CCOCC1)c1ccc(Cl)cc1	10.0	1.1	-7.5	2.3	0.7	1.1	-15.1	-11.8	-11.3
50	O=C1/C(=C/c2c[nH]c3ccccc23)CCC/C1=C\c1c[nH]c2ccccc12	28.4	0.5	15.2	5.0	-0.7	0.9	5.9	-8.7	0.9
51	CC[C@H]1c2[nH]c3ccccc3c2C[C@H]2C(=O)N(c3ccc(F)cc3)C(=O)N21	20.1	2.0	-15.5	1.5	.	2.2	-15.6	-4.4	24.0*

Screening data (PubChem)
